Source: PubChem BioAssay
Cdc42 wt GTP = modulators of GTP binding to wildtype Cdc42, primary screen, biochemical, multiplex bead flow cytometry, Bodipy-GTP. actives 0.2% (n = 190,000). percent activity (GTP binding), % at 10 µM. Cell division control protein 42 homolog (Homo sapiens), P60953. GST-Cdc42 beads; actives lie on both sides;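 active = percent activity GTP binding at least 20 points away from the 100% baseline, either down as inhibitor or up as activator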;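 note: median bead fluorescence of bound Bodipy-FL-GTP at 100 nM; 0% = excess unlabeled GTP control and 100% = no compound control; below 100% means less GTP binding so inhibitor and above means activator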
Target sequence (P60953 whole entry, looked up): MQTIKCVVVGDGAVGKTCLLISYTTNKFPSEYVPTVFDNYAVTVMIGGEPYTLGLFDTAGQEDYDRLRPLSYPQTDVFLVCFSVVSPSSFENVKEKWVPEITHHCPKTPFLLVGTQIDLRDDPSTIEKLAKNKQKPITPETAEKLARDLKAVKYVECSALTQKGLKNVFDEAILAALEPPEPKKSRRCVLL
Rab2 wt GTP = modulators of GTP binding to Rab2A wildtype, primary screen, biochemical, dog, bead-based flow cytometry, multiplex. GST-Rab2 wt beads, Bodipy-GTP binding. Ras-related protein Rab-2A (Canis lupus familiaris), P61105. actives 0.19% (n = 190,000). GTP binding activity, % at 10 µM;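 active = GTP binding activity at least 20 points away from 100%, either lowered or raised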;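 note: 0% = beads with excess unlabeled GTP and 100% = no-compound control corrected for plate trend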
Rac1 wt modul = wildtype Rac1 GTP binding modulators, primary screen, biochemical, GST-Rac1 beads, flow cytometry, multiplex. AID 757, 2007. GTP binding activity (% of control), % at 10 µM. actives 0.27% (n = 190,000). Ras-related C3 botulinum toxin substrate 1 (Homo sapiens), P63000. fluorescent GTP binding; actives lie on both sides; 0 = cold GTP competed, 100 = untreated;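 active = GTP binding activity at least 20 points away from the 100% control level, either lower or higher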
Rab7 wt GTP bind = modulators of GTP binding to Rab7, primary screen, biochemical, wildtype, multiplex bead flow cytometry; actives 0.055% (n = 190,000); GST-Rab7 beads, fluorescent GTP binding; actives lie on both sides; untreated = 100%, excess cold GTP = 0%; Rab7 GTPase wild type (dog), Bodipy-FL-GTP binding; GTP binding activity (percent of control), % at 10 µM;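 active = fluorescent GTP binding to Rab7 beads changed by at least 20 points from the 100% baseline, either direction, mostly lower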;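 note: median green fluorescence of bound Bodipy-FL-GTP per Rab7 bead population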
Mcl1 Bid PPI = Mcl-1/Bid binding inhibitors, primary screen, biochemical, TR-FRET, 1536-well; Induced myeloid leukemia cell differentiation protein Mcl-1 (Homo sapiens), Q07820; inhibition, % at 21.7 µM; actives 0.97% (n = 220,000); TR-FRET Mcl-1/Bid-Dy647 peptide binding;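 active = compounds that cut the binding signal by more than half at the single screening dose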;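 note: His-tagged Mcl-1 with europium anti-His antibody binding Bid BH3 peptide; 0% = Mcl-1 plus peptide wells and 100% = peptide-only wells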
Target sequence (Q07820 whole entry, looked up): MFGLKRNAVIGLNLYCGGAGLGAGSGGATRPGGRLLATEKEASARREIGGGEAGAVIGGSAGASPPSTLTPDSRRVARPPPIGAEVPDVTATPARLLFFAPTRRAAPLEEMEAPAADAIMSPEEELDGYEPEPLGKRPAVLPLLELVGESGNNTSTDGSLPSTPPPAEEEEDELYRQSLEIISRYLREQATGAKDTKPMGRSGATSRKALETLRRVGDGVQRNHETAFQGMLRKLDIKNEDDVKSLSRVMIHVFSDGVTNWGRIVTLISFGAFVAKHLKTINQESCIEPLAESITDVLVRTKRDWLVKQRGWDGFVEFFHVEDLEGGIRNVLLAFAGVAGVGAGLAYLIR
Pf gamet viab = late stage P. falciparum gametocyte viability inhibitors, primary screen, ATP luminescence, HTS. P. falciparum stage V gametocytes, 24 h. inhibition, % at 10.9 µM. actives 0.065% (n = 150,000). AID 743093, 2013;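 active = inhibition above the mean plus 3 SD of compounds within the control limits, set per campaign, cut at about 38% in these data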;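 note: 0% = DMSO wells and 100% = medium only without gametocytes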
Mcl1 Noxa PPI = Mcl-1/Noxa binding inhibitors, primary screen, biochemical, TR-FRET, 1536-well. Induced myeloid leukemia cell differentiation protein Mcl-1 (Homo sapiens), Q07820. inhibition, % at 21.7 µM. TR-FRET Mcl-1/Noxa peptide binding, 2 h. actives 1.5% (n = 220,000);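 active = compounds that cut the protein-peptide binding signal by more than 50% relative to plate controls in a single-dose test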;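 note: His-tagged Mcl-1 with rhodamine Noxa BH3 peptide and terbium anti-His antibody; 0% = Mcl-1 plus Noxa peptide wells and 100% = peptide-only wells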
HRas wt GTP bind = modulators of GTP binding to HRas wildtype, primary screen, biochemical, bead-based flow cytometry, multiplex; GST-Ras wt beads, Bodipy-FL-GTP binding; actives lie on both sides; GTP binding activity, % at 10 µM; actives 0.14% (n = 190,000); AID 759, 2007;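 active = GTP binding activity at least 20% away from the 100% baseline, either lowered as inhibitor or raised as activator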;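 note: 0% = unlabeled GTP competition control and 100% = no-compound control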
Target sequence (P01112 whole entry, looked up): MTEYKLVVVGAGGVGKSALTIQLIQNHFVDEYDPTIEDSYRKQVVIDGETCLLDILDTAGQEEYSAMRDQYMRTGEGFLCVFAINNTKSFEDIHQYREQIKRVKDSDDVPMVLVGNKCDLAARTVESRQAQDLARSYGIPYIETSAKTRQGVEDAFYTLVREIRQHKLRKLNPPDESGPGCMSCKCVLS
GSH fluor = compound fluorescence on glutathione beads, profiling panel, artefact control, biophysical, 488/530 nm, flow cytometry; GSH beads flow cytometry, compound fluorescence 488/530 nm; active compounds read high; fluorescence (KMESF) at 10 µM; actives 0.25% (n = 190,000); AID 1776, 2009; in the data active = fluorescence above about 89;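 note: glutathione beads carrying GST-tagged Bcl family fusion proteins plus one bare bead set; values are compound well signal with DMSO vehicle wells as background; inactives centre near 16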
Rac1 mut GTP = GTP binding modulators of activated mutant Rac1, primary screen, biochemical, bead-based flow cytometry, multiplex, fluorescent GTP; percent activity (GTP binding), % at 10 µM; GST-Rac1 activated beads; actives lie on both sides; 100% means binding = to untreated wells; AID 764, 2007; actives 0.11% (n = 190,000);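 active = GTP binding at least 20 percentage points away from the 100% baseline, in either direction, so actives lie on both sides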
Avidin bead fluor = green autofluorescence of compounds with avidin beads – biophysical, 488/530 nm, flow cytometry, artefact control, profiling panel; actives 0.38% (n = 220,000); fluorescence (KMESF) at 10 µM; compound fluorescence 488/530 nm; active compounds read high; AID 1775, 2009; in the data active = fluorescence above about 47; note: inactives centre near 10
* marks the source's active call; other numbers are inactive results; . = not tested or not shown; [ ] = remark or other dose.

SMILES | Cdc42 wt GTP | Rab2 wt GTP | Rac1 wt modul | Rab7 wt GTP bind | Mcl1 Bid PPI | Pf gamet viab | Mcl1 Noxa PPI | HRas wt GTP bind | GSH fluor | Rac1 mut GTP | Avidin bead fluor
CCCC(=O)NNC(=O)Nc1ccccc1 | 101 | 96 | 98 | 93 | 0 | . | -13 | 98 | 8 | 99 | 37
CCn1c(-c2ccccc2)c(C(=O)CC#N)c2ccccc21 | 96 | 97 | 99 | 94 | -49 | 16 | 1 | 98 | 13 | 96 | 9
O=C(Nc1ccc2c(c1)OCO2)C1CCCN(c2nc3ccccc3s2)C1 (stereo not given) | 96 | 96 | 98 | 98 | -2 | . | 9 | 96 | 35 | 96 | 8
O=C(CN1CCN(Cc2ccccc2)CC1)N=Nc1c(O)[nH]c2ccccc12 | 102 | 99 | 102 | 98 | -19 | . | 14 | 101 | 17 | 101 | 6
COc1ccc(/C=C\C(=O)c2c(O)ccc3c(C)cc(=O)oc23)cc1OC | 97 | 98 | 99 | 100 | 1 | -10 | 16 | 97 | 24 | 95 | 12
CCOC(=O)c1ccccc1-c1cn2cc(Cl)ccc2n1 | 95 | 96 | 96 | 98 | -45 | 9 | 21 | 95 | 15 | 97 | 14
O=C(CCN1C(=O)COc2ccccc21)NCc1ccco1 | 100 | 102 | 101 | 104 | 1 | . | 13 | 102 | 42 | 100 | 5
CCN(C(=O)CSc1nc2cc(Cl)ccc2c(=O)n1Cc1ccco1)C1CCS(=O)(=O)C1 (stereo not given) | 95 | 95 | 98 | 96 | -29 | -25 | 23 | 94 | 13 | 95 | 12
O=C(c1cccc(Cl)c1)N1CCN(Cc2ccccc2F)CC1 | 97 | 96 | 95 | 97 | 69* | 16 | 29 | 95 | 27 | 96 | 10
CCOC(=O)C(=O)Nc1cccc(C(=O)OCC)c1 | 106 | 100 | 107 | 100 | -11 | . | 3 | 103 | 4 | 100 | 13
CC(C)CCNC(=O)[C@@H](NC(=O)c1c(F)cccc1F)C(C)C | 98 | 100 | 108 | 103 | -13 | -18 | -4 | 101 | 14 | 100 | 13
O=C1CC(c2ccccc2)SC(N(c2ccccc2)c2ccccc2)=N1 (stereo not given) | 98 | 99 | 101 | 94 | -7 | -20 | 7 | 99 | 10 | 98 | 6
CCc1ccc2[nH]c(=O)c(CN(CCCN3CCOCC3)C(=O)Nc3ccccc3)cc2c1 | 105 | 103 | 105 | 96 | 12 | . | -1 | 103 | 19 | 102 | 4
CCn1cc(CN2CCc3c([nH]c4ccccc34)C2c2ccc(F)c(OC)c2)c(C)n1 (stereo not given) | 97 | 96 | 96 | 98 | -68 | -13 | 4 | 94 | 18 | 94 | 11
FC(F)(F)c1cccc(Cn2nnnc2-c2ccc(Cl)cc2)c1 | 101 | 97 | 108 | 100 | 5 | . | -10 | 98 | 30 | 98 | 17
O=C(Nc1ccc(Cl)cn1)c1ccccc1[N+](=O)[O-] | 100 | 99 | 102 | 98 | -29 | 1 | 13 | 99 | 26 | 97 | 9
CCC1(C)C(Nc2c(C)cccc2C)=NC(=S)N1c1ccc(NC(C)=O)cc1 (stereo not given) | 104 | 101 | 104 | 100 | -40 | 18 | 13 | 101 | 11 | 99 | 8
Cc1ccc(N(C(C)C(=O)Nc2c(C)n(C)n(-c3ccccc3)c2=O)S(C)(=O)=O)cc1C (stereo not given) | 99 | 98 | 101 | 97 | 0 | -13 | -9 | 97 | 14 | 99 | 10
COc1cccc(-c2nnc(SCC(=O)OC(C)C)n2N)c1 | 94 | 94 | 91 | 97 | 5 | 8 | -6 | 94 | 31 | 93 | 2
CCC(c1nnnn1CCOC)N1CCN(Cc2ccccc2)CC1 (stereo not given) | 101 | 100 | 102 | 99 | 8 | -3 | 37 | 100 | 24 | 102 | 17
Cc1ccc(S(=O)(=O)N2CCCN(S(=O)(=O)c3ccc(C(F)(F)F)cc3)CC2)cc1 | 101 | 99 | 100 | 99 | -6 | -11 | 6 | 100 | 57 | 98 | 9
O=C(O)c1cccc(Oc2ccc([N+](=O)[O-])cc2)c1 | 127*[activator] | 121*[activator] | 141*[activator] | 115 | -12 | . | 11 | 117 | 9 | 120*[activator] | 7
C=CCn1c(Cc2cccs2)nnc1SCC(=O)Nc1ccc(OC)c(OC)c1 | 98 | 96 | 99 | 97 | -15 | . | 1 | 97 | 9 | 95 | 9
C=CCNc1c2c(nc3ncnn13)CC(C)CC2 (stereo not given) | 102 | 103 | 104 | 102 | -13 | . | 11 | 103 | 28 | 98 | 9
COC(=O)/C=C1\SC(=NC(=O)c2ccc(C)cc2)NC1=O | 91 | 93 | 93 | 102 | -22 | . | 18 | 94 | 17 | 90 | 10

(further entries)
SMILES | Cdc42 wt GTP | Rab2 wt GTP | Rac1 wt modul | Rab7 wt GTP bind | Mcl1 Bid PPI | Pf gamet viab | Mcl1 Noxa PPI | HRas wt GTP bind | GSH fluor | Rac1 mut GTP | Avidin bead fluor
CC(C)Nc1nc(-c2ccccc2)nnc1-c1ccccc1 | 97 | 95 | 99 | 96 | -6 | . | 2 | 94 | 21 | 95 | 9
COc1ccc(NS(=O)(=O)c2cccc(C(=O)OCC(=O)Nc3cc(C)on3)c2)cc1 | 102 | 100 | 102 | 100 | -43 | . | 18 | 100 | 14 | 99 | 35
COc1ccc(N2CCN(C(=O)CSc3ccccc3)CC2)cc1 | 97 | 97 | 94 | 98 | -13 | . | 10 | 97 | 28 | 97 | 15
CC1(C)OC(=O)C(=NNc2ccc(Cl)cc2)C(=O)O1 | 103 | 98 | 110 | 96 | -26 | . | -4 | 101 | 4 | 105 | 8
CCn1c(Cc2ccccc2)nnc1SCC(=O)NC1CCCC1 | 102 | 98 | 99 | 104 | -36 | -14 | 12 | 96 | 21 | 98 | 9
CCc1nnc(NC(=O)CSc2nc3ccccc3s2)s1 | 101 | 99 | 103 | 102 | -16 | . | 8 | 101 | 17 | 99 | 37
COc1ccc(OC)c(NC(=O)CSc2nc(N)c(-c3ccccc3)c(=O)[nH]2)c1 | 95 | 98 | 96 | 98 | -27 | . | 22 | 97 | 28 | 97 | 26
CCOC(=O)CSc1nnc(Cc2ccc(OC)cc2)n1-c1ccccc1 | 103 | 99 | 106 | 100 | -57 | 9 | 0 | 102 | 27 | 99 | 4
Cc1ccc2[nH]c(=O)c(CN(CC3CCCO3)S(=O)(=O)c3cccc4nsnc34)cc2c1 (stereo not given) | 99 | 100 | 104 | 103 | -15 | . | 9 | 100 | 26 | 98 | 9
Nc1nc(-c2ccccc2)cs1 | 102 | 98 | 104 | 99 | -67 | . | 21 | 101 | 7 | 100 | 10
CCOc1ccccc1N(CC(=O)NC1CCCCC1)C(=O)c1nsc(Cl)c1Cl | 91 | 93 | 91 | 92 | -4 | 0 | 14 | 92 | 11 | 92 | 20
COC(=O)Cn1c(=NC(=O)C(C)C)sc2c(C)cc(C)cc21 | 97 | 98 | 98 | 99 | -9 | . | 3 | 98 | 26 | 96 | 6
NNc1nc(-c2ccccc2)nc2sc3c(c12)CCCC3 | 96 | 97 | 98 | 102 | -25 | . | 14 | 96 | 12 | 97 | 18
O=C(COc1ccccc1)c1cn(CC(=O)N2CCCC2)c2ccccc12 | 101 | 102 | 98 | 102 | -13 | 15 | 16 | 95 | 15 | 92 | 9
CC(=C\c1ccco1)/C=C(\C#N)C(=O)NCCc1c[nH]c2ccccc12 | 100 | 97 | 102 | 99 | -23 | 0 | 39 | 98 | 15 | 98 | 21
O=C(CC1SC(N2CCCCC2)=NC1=O)Nc1cccc(C(F)(F)F)c1 (stereo not given) | 96 | 98 | 95 | 97 | 3 | . | 11 | 99 | 16 | 96 | 9
CCN1CCN(CCNC(=O)Nc2ccc([N+](=O)[O-])cc2)CC1 | 98 | 99 | 104 | 102 | -17 | 20 | 11 | 99 | 18 | 98 | 9
O=C(COC(=O)c1cccs1)c1ccccc1 | 105 | 103 | 105 | 106 | -25 | . | -3 | 104 | 27 | 102 | 4
O=C(C1=C[C@@H]2[C@H]3C(=O)N(c4ccccc4)C(=O)[C@H]3[C@@H](C(=O)c3ccc(Cl)cc3)N2C=C1)c1ccccc1 | 100 | 100 | 104 | 98 | -31 | . | 19 | 101 | 10 | 99 | 18
COc1ccc(Cl)cc1NC(=S)N1CCCC1 | 97 | 104 | 102 | 112 | -27 | . | -5 | 100 | 21 | 95 | 10
COc1ccc(CCNC(=O)c2ccc(CS(=O)(=O)c3ccc(Cl)cc3)o2)cc1OC | 99 | 93 | 96 | 92 | -11 | . | 6 | 97 | 13 | 95 | 32
Cc1ccc2c(c1)C1CN(C)CCC1N2CC(=O)N(C)c1ccccc1 (stereo not given) | 103 | 101 | 106 | 97 | -9 | -10 | 12 | 102 | 25 | 102 | 32
COc1ccc(NC(=S)N2CCN(C/C=C/c3ccccc3)CC2)cc1 | 98 | 95 | 101 | 95 | -32 | 5 | 9 | 94 | 11 | 95 | 11
Cc1[nH]c2ccccc2c1SCC(=O)N1CCCCC1 | 95 | 97 | 94 | 98 | -33 | -29 | 12 | 95 | 17 | 93 | 6
Cc1cc(C)n(/N=C/c2c[nH]c3ccccc23)c(=O)c1C#N | 98 | 97 | 100 | 99 | -25 | -6 | 8 | 98 | 45 | 97 | 9
COCCN1C(=O)C(=O)/C(=C(/O)c2cccc(OC)c2)C1c1ccc(C)o1 (stereo not given) | 93 | 95 | 93 | 89 | -55 | . | 6 | 93 | 7 | 97 | 25
Cc1ccc(CNC(=O)C2CC(c3ccccc3[N+](=O)[O-])=NO2)cc1 (stereo not given) | 102 | 100 | 100 | 101 | 5 | . | -8 | 103 | 14 | 99 | 42
O=C(NCc1ccc2c(c1)OCO2)c1ccc(NC(=O)C2CCCO2)cc1 (stereo not given) | 96 | 95 | 97 | 95 | -19 | . | -20 | 97 | 37 | 92 | 12

Entries of single compounds as entered above. Screens in order: Cdc42 wt GTP, Rab2 wt GTP, Rac1 wt modul, Rab7 wt GTP bind, Mcl1 Bid PPI, Pf gamet viab, Mcl1 Noxa PPI, HRas wt GTP bind, GSH fluor, Rac1 mut GTP, Avidin bead fluor
O=C(CC1SC(N2CCCCC2)=NC1=O)Nc1cccc(C(F)(F)F)c1 (stereo not given) as listed: 96, 98, 95, 97, 3, ., 11, 99, 16, 96, 9
Cc1cc(C)n(/N=C/c2c[nH]c3ccccc23)c(=O)c1C#N as listed: 98, 97, 100, 99, -25, -6, 8, 98, 45, 97, 9
